Autophagy HCS: autophagy modulation, high-content screen; MEF GFP-LC3 puncta imaging; test concentration mostly 10 µM; calls only at 10 µM (by protocol); 190,000 tested, 0.98% active; AID 463193;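 active means percentage of spot-positive cells more than 3 SD above its plate mean, without a fluorescence outlier flag or 80% toxicity; inconclusive means no clear call, values can overlap the other calls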;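 further: spot-positive cell cutoff set from DMSO-treated cells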
PMI inhibition: MPI inhibition at elevated mannose 6-phosphate – biochemical, fluorescence intensity, high mannose 6-phosphate, primary screen (AID 1220); recombinant PMI enzyme, coupled fluorescence intensity; higher % means a stronger effect; inhibition, % at 20 µM, or IC50 in µM where a hit was titrated; 190,000 tested, 0.66% active
human PMI inhibition: inhibitors of human PMI, primary screen, biochemical, fluorescence intensity, coupled assay (AID 1209); purified PMI enzyme, coupled fluorescence intensity; higher % means a stronger effect; 190,000 tested, 0.42% active; one-dose inhibition, % at 20 µM; IC50 in µM for titrated hits;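 further: plate controls were DMSO vehicle for no effect and wells lacking substrate for full effect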
Yfh1-off respiration: enhancers of respiration in Yfh1-depleted yeast, dose response, Friedreich's ataxia, plus single-dose screen (AID 1465). S. cerevisiae Yfh1-off respiration, WST-1 reduction, 72 h; higher fold induction means a stronger effect. fold induction at 50 µM; hits with a dose series show EC50 in µM. 220,000 tested, 0.074% active;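 active means fold induction of absorbance versus untreated yeast above a set limit, then at least 30% activation at any dose in follow-up; inconclusive means repeats straddling the limit, or above it without dose testing; inactive means fold induction below the set limit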;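 further: activators that raise dye reduction in frataxin-depleted yeast; strong numbers were not always called active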
MT stabilizer: stabilizes microtubules in HeLa cells; HeLa tubulin immunostaining HCS, 24 h; share of cells brighter than vehicle mean+2SD; % tubulin-high responders, % at 10 µM; 200,000 tested, 0.83% active; AID 2205;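 active means plate Z-score above 3 for both tubulin-high and condensed-nucleus cell shares, with cell loss under 80%, at 10 µM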;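 further: anti alpha tubulin signal scored within the nucleus-defined area of each cell; some results filed as inactive read as strong as hits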
Insulin prom up: MIN6 insulin promoter up-regulation | AID 1625 | MIN6 insulin promoter-GFP reporter, high-content imaging; active compounds read high | z-score at 5 µM | 190,000 tested, 0.3% active;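 active means z-score above 3 at 5 µM with at least 500 cells counted in the well; inconclusive means wells under 500 cells, flagged as cytotoxic or low count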
b-catenin transl: beta-catenin nuclear translocation modulation; HeLa beta-catenin nuclear translocation, immunofluorescence imaging; nuclear translocation activity, % at 5 µM; 190,000 tested, 0.3% active;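 active means nuclear translocation activity above 50% at 5 µM, with a well cell count of 50 or more; inconclusive means wells under 50 cells across six images, flagged as toxic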;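 further: per-cell ratio of nuclear to cytoplasmic median beta-catenin stain intensity; plate controls were DMSO negative control for no effect and GSK-3 inhibitor IX positive control for full effect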
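Technique: fluorescence imaging of beta-catenin antibody stain plus DAPI / Material: human HeLa cell line / Incubation: compound treatment 24 h, 37°C, 5% CO2 / Read-out basis: % activation of per-cell nuclear versus cytoplasmic median beta-catenin signal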
WT yeast gro inh: growth inhibition of WT yeast, mitochondrial fusion screen | AID 1362 | inhibition, % at 10 µM | mitochondrial fusion phenotypic screen, WT strain | 190,000 tested, 2.1% active; in the data active means inhibition above about 58%; tested in S. cerevisiae
Dynein transport: dynein cargo transport inhibition | 3617.4 mouse cells, GR-EGFP nuclear translocation imaging; test concentration mostly 20 µM; stimulated with dexamethasone, 1 µM; active compounds read low | z-score, hits read low | 220,000 tested, 0.47% active | AID 1381;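 active means plate z-score of nuclear minus cytoplasmic receptor signal below a set negative limit, without overly bright fluorescence or cell loss, cut at about -3.5 in these data, passing the limit was not always enough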;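 further: z-score of nuclear minus cytoplasmic ring GR-EGFP intensity difference per well; some compounds called inactive have numbers as strong as hits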
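Schedule: 48 h induction, then 1 h compound, then 30 min agonist, 37 °C. Buffer or medium: tetracycline-free induction medium containing charcoal-stripped FBS. Reagent: 1.0 µM final dexamethasone stimulus. Evaluation: nuclear versus cytoplasmic GR-EGFP signal, averaged per well. Signal: high-content fluorescence imaging after fixation.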
WT yeast gro inh mutant strain: second read-out of WT yeast gro inh, no call of its own (marks repeat the call); inhibition, %; mitochondrial fusion phenotypic screen, mutant strain inhibition
Dynein transport cytoplasmic EGFP: recorded beside Dynein transport, whose call it bears; z-score; measured here: cytoplasmic GR-EGFP intensity; active compounds read high
Dynein transport nuclear GR-EGFP: second read-out of Dynein transport, no call of its own (marks repeat the call); z-score; measured here: nuclear GR-EGFP intensity;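 lower value marks the stronger effect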
Dynein transport cell count: further read-out of Dynein transport, marked with its call; z-score; measured here: cell count per field
Insulin prom up cell count: second read-out of Insulin prom up, no call of its own (marks repeat the call); cell count; measured here: cytotoxicity, nuclei count;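 total cells summed across four imaged fields per well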
b-catenin transl cell count 5 µM: recorded beside b-catenin transl, whose call it bears; cell count; measured here: cell count, cytotoxicity flag
MT stabilizer Hoechst-high %: second read-out of MT stabilizer, no call of its own (marks repeat the call); % Hoechst-high responders; measured here: nuclear condensation Hoechst responders;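 share of cells brighter than vehicle mean plus two SD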
MT stabilizer cytotoxicity %: second read-out of MT stabilizer, no call of its own (marks repeat the call); toxicity, %; measured here: cytotoxicity by cell density;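 0% = mean cell density of plate MIN control wells and 100% = no cells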
Autophagy HCS cell loss 18 h: second read-out of Autophagy HCS, no call of its own (marks repeat the call); toxicity, %; measured here: cell loss, nuclei count;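 cell loss after 18 h compound exposure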
The depositor's hits bear a star; i = inactive; u = inconclusive; x = not tested or not shown. Unless noted, no stated cut-off is given here; in the data, active means inhibition above about 50%; inactive means the rest.

SMILES	Autophagy HCS	Autophagy HCS cell loss 18 h	PMI inhibition	human PMI inhibition	Yfh1-off respiration	MT stabilizer	MT stabilizer Hoechst-high %	MT stabilizer cytotoxicity %	Insulin prom up	Insulin prom up cell count	b-catenin transl	b-catenin transl cell count 5 µM	WT yeast gro inh	WT yeast gro inh mutant strain	Dynein transport	Dynein transport cytoplasmic EGFP	Dynein transport nuclear GR-EGFP	Dynein transport cell count
CCn1c(COc2ccc(C(C)C)cc2)nnc1SCC(=O)Nc1nccs1	i	-1	-7%	0%	i	1.0	1.3	5.9	0.02	854	-2.1	1029	20	21	0.7	-0.056	0.077	-0.12
Cc1cccc(C(=O)NC(NCc2ccco2)C(Cl)(Cl)Cl)c1 (stereo unspecified)	i	-11	14%	11%	i	3.6	1.9	7.0	0.25	1615	-1.8	1327	8	-3	-0.24	-0.23	0.4	-0.11
COc1cnc(-c2ccccn2)nc1Oc1c(C)cccc1C	i	-5	-7%	-22%	i	1.8	1.9	8.1	-3	773	0.1	1148	27	9	0.58	-0.17	0.48	-0.75
CCCCn1nc(C(=O)Nc2cc(S(=O)(=O)N(C)C)ccc2C)c2ccccc2c1=O	x	x	x	x	i	x	x	x	-0.05	1006	0.8	1311	x	x	-0.8	-0.82	-0.26	0.71
CCS(=O)(=O)n1nc(-c2ccccc2)cc1N	i	16	10%	2%	i	3.7	2.7	6.1	u	x	x	x	2	-2	-1.4	-0.18	-0.85	-0.012
CC1CCN(C(=O)CN(C)S(=O)(=O)c2cccc3nsnc23)CC1	i	-56	-6%	-7%	i	11	1.9	8.4	x	x	x	x	7	5	-0.38	-0.31	0.12	0.57
CCOc1ccc(C(=O)Nc2ccc(NC(=S)NC(=O)CC)cc2)cc1Cl	i	9	3%	19%	i	5.0	2.4	7.0	0.3	1467	-1.3	1165	5	5	-0.47	-0.24	-0.27	0.026
O=C(N/N=C\c1ccc(F)cc1)c1cc(OCC(F)(F)F)ccc1OCC(F)(F)F	i	9	-2%	-7%	i	2.2	1.4	6.1	0.03	1469	-2.4	998	4	-7	-0.083	-0.2	0.25	-0.49
O=C(/C=C/c1ccco1)N1CCC(Cc2ccccc2)CC1	i	0	11%	10%	i	3.2	2.2	5.1	x	x	9.2	914	17	5	-2.2	0.23	-1	-1.7
Cn1c(C(=O)NCCN2CCOCC2)cc2sccc21	i	18	10%	8%	i	5.4	3.5	17	-0.04	1249	-2.1	1019	-4	-12	0.48	-0.4	0.04	0.54
COc1cc(C(=O)N2CCN=C2c2ccccc2)cc(OC)c1OC	i	-5	1%	2%	x	5.1	2.2	3.3	x	x	-6.4	894	4	9	-0.18	-0.21	0.099	0.38
O=C1COc2ccc(C(=O)/C=C/c3ccccc3)cc2N1	i	-6	11%	8%	i	5.8	3.5	1.9	-0.1	1129	0.7	989	11	5	-1	-0.092	-0.33	-0.13
COc1cc(/C=C(\NC(=O)c2ccccc2)C(=O)NCC(=O)O)c([N+](=O)[O-])cc1OC	i	12	19%	-9%	i	3.5	2.0	1.7	0.01	1135	3.1	474	8	12	0.8	-0.23	0.45	0.14
N#C/C(=C\c1ccccc1)c1nc2ncccc2[nH]1	i	-16	11%	19%	i	2.1	1.4	6.0	-0.42	1652	-0.8	1417	44	28	-0.81	-0.22	0.19	0.75
O=C(NC1(C(F)(F)F)N=C(c2ccccc2)NC1=O)c1ccc(Cl)cc1Cl (stereo unspecified)	i	12	5%	3%	i	2.1	1.5	4.4	-0.02	1478	4.5	1382	-6	6	1.5	-0.24	1	0.56
COCC(=O)N(CCN(C)C)Cc1cc2cc3c(cc2nc1Cl)OCO3	i	6	1%	-3%	i	1.0	1.4	2.0	1.4	1569	4.4	904	3	-5	0.018	-0.08	0.35	0.2
CC(C)=CC/C=C1\CCC(C(=O)O)C(C(=O)O)C1 (stereo unspecified)	i	-11	4%	8%	i	2.8	2.6	13	-0.08	1226	x	x	-7	1	-0.88	-0.2	0.18	0.26
O=C(Nc1ccc(NC(=O)c2ccc(S(=O)(=O)c3ccccc3)cc2)cc1)c1ccccc1	i	-36	18%	14%	x	3.2	1.4	4.4	0.25	1881	1.7	1000	-4	11	0.54	-0.21	0.14	-1.1
Cc1ccc(OCCN2CCNCC2)c([N+](=O)[O-])c1	i	-3	-3%	-7%	i	2.5	1.1	8.4	-0.28	1226	1.6	987	-14	9	0.098	-0.086	0.13	0.3
O=C(c1ccc(S(=O)(=O)N2CCCCCC2)cc1)N(c1ccccn1)C1CCCCC1	i	0	4%	-6%	i	3.5	2.1	1.4	-0.24	1225	-3.7	1109	0	11	-0.23	-0.35	-0.32	0.92
COc1ccc(C)cc1NC(=O)Nc1cccc(C(=O)O)c1	i	-12	12%	12%	i	3.7	1.8	7.0	-0.29	1415	1.1	974	-18	1	-0.79	-0.32	-0.32	0.91
COC(=O)C1=C(C)OC(N)=C(C#N)C1c1cc(OC)ccc1OC (stereo unspecified)	i	7	-8%	-3%	i	4.7	4.1	11	x	x	x	x	15	25	-0.86	-0.18	-0.22	0.53
COc1cc(/C=N/NC(=O)CSc2ccccn2)ccc1OC(C)C	x	x	x	x	i	x	x	x	0.19	1115	-0.6	1268	x	x	0.88	-0.27	1.1	-1.1
Cc1ccc2c(c1)c1ncnc(N3CCN(c4ccccc4)CC3)c1n2C	i	8	4%	0%	i	2.1	2.0	9.7	0.33	1242	-5.9	952	4	-22	-0.98	0.82	-0.35	1.8
CNc1c(N)c(=O)oc2ccccc12	i	12	7%	7%	i	1.4	2.0	9.5	0.31	1130	0.1	1026	3	15	1.1	-0.3	0.71	-0.23
O=c1c([N+](=O)[O-])c[nH]c2ccccc12	i	6	-8%	0%	i	2.4	1.9	4.3	0.18	1408	-2.0	1050	-3	-5	0.065	-3.7e-05	0.19	0.64

Part of the list above, with each value named:
> O=C(Nc1ccc(NC(=O)c2ccc(S(=O)(=O)c3ccccc3)cc2)cc1)c1ccccc1
  Autophagy HCS: i	Autophagy HCS cell loss 18 h: -36	PMI inhibition: 18%	human PMI inhibition: 14%	Yfh1-off respiration: x	MT stabilizer: 3.2	MT stabilizer Hoechst-high %: 1.4	MT stabilizer cytotoxicity %: 4.4	Insulin prom up: 0.25	Insulin prom up cell count: 1881	b-catenin transl: 1.7	b-catenin transl cell count 5 µM: 1000	WT yeast gro inh: -4	WT yeast gro inh mutant strain: 11	Dynein transport: 0.54	Dynein transport cytoplasmic EGFP: -0.21	Dynein transport nuclear GR-EGFP: 0.14	Dynein transport cell count: -1.1
> COc1cc(/C=C(\NC(=O)c2ccccc2)C(=O)NCC(=O)O)c([N+](=O)[O-])cc1OC
  Autophagy HCS: i	Autophagy HCS cell loss 18 h: 12	PMI inhibition: 19%	human PMI inhibition: -9%	Yfh1-off respiration: i	MT stabilizer: 3.5	MT stabilizer Hoechst-high %: 2.0	MT stabilizer cytotoxicity %: 1.7	Insulin prom up: 0.01	Insulin prom up cell count: 1135	b-catenin transl: 3.1	b-catenin transl cell count 5 µM: 474	WT yeast gro inh: 8	WT yeast gro inh mutant strain: 12	Dynein transport: 0.8	Dynein transport cytoplasmic EGFP: -0.23	Dynein transport nuclear GR-EGFP: 0.45	Dynein transport cell count: 0.14
> O=C(N/N=C\c1ccc(F)cc1)c1cc(OCC(F)(F)F)ccc1OCC(F)(F)F
  Autophagy HCS: i	Autophagy HCS cell loss 18 h: 9	PMI inhibition: -2%	human PMI inhibition: -7%	Yfh1-off respiration: i	MT stabilizer: 2.2	MT stabilizer Hoechst-high %: 1.4	MT stabilizer cytotoxicity %: 6.1	Insulin prom up: 0.03	Insulin prom up cell count: 1469	b-catenin transl: -2.4	b-catenin transl cell count 5 µM: 998	WT yeast gro inh: 4	WT yeast gro inh mutant strain: -7	Dynein transport: -0.083	Dynein transport cytoplasmic EGFP: -0.2	Dynein transport nuclear GR-EGFP: 0.25	Dynein transport cell count: -0.49
> Cn1c(C(=O)NCCN2CCOCC2)cc2sccc21
  Autophagy HCS: i	Autophagy HCS cell loss 18 h: 18	PMI inhibition: 10%	human PMI inhibition: 8%	Yfh1-off respiration: i	MT stabilizer: 5.4	MT stabilizer Hoechst-high %: 3.5	MT stabilizer cytotoxicity %: 17	Insulin prom up: -0.04	Insulin prom up cell count: 1249	b-catenin transl: -2.1	b-catenin transl cell count 5 µM: 1019	WT yeast gro inh: -4	WT yeast gro inh mutant strain: -12	Dynein transport: 0.48	Dynein transport cytoplasmic EGFP: -0.4	Dynein transport nuclear GR-EGFP: 0.04	Dynein transport cell count: 0.54

No enrichment for hits; any-hit rate near 5%.
